From PubChem BioAssay
Rv3671c inh: Rv3671c (M. tuberculosis) protease inhibition; 320,000 tested, 0.048% active; AID 2606; inhibition, % at 5.96 µM; P9WHR9; in the data active = inhibition above about 38%;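 also: extracellular domain of Rv3671c used as enzyme; 0% = enzyme with DMSO and 100% = no enzyme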
BH1578 lux ind: quorum light induction in luxS cqsA deficient V. cholerae. V. cholerae BH1578 lux reporter, luminescence, 6 h. 350,000 tested, 0.16% active. activation, % at 18.7 µM; in the data active = activation mostly above about 9.7%, no sharp cut-off; also: not every result past the cut was called active; inactives centre near 0; reference of the scale not given here
VHR inh abs: DUSP3 (human) phosphatase inhibition | P51452 | recombinant VHR phosphatase, pNPP absorbance | inhibition, % at 13.3 µM | 290,000 tested, 0.52% active; in the data active = inhibition above about 50%; also: some compounds called inactive have numbers as strong as hits
Mtb FBA inh: Mtb fructose-bisphosphate aldolase inhibition | P9WQA3 | inhibition, % at 1 µM | purified M. tuberculosis FBA, fluorescence read-out | 360,000 tested, 2.3% active; in the data active = inhibition above about 27%;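 also: 0% = vehicle and 100% = reference inhibitor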
Target sequence (P9WQA3 whole entry, looked up): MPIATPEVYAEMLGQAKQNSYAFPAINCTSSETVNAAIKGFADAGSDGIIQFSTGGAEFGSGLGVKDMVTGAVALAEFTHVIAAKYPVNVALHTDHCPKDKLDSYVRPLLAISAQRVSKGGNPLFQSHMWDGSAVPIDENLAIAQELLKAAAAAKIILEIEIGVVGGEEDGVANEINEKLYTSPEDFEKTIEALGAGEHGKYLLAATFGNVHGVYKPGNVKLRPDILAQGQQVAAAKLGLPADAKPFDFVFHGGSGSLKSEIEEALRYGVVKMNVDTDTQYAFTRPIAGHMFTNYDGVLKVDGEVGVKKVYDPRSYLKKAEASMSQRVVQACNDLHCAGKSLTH
MazEF act: increases E. coli MazEF RNase cleavage of RNA; P0AE70; FAM/BHQ RNA-DNA oligo cleavage fluorescence, 5 h; activation, % at 20 µM; 350,000 tested, 0.32% active; in the data active = activation above about 50%
Target sequence (P0AE70 whole entry, looked up): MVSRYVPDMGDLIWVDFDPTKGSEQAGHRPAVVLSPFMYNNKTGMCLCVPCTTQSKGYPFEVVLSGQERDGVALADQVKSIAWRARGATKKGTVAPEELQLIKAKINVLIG
Mtb UGM inh: inhibitors of M. tuberculosis UDP-galactopyranose mutase; 320,000 tested, 0.06% active; purified UGM, fluorescence polarization probe displacement; inhibition, % at 10 µM; AID 504406; in the data active = inhibition above about 10%, passing the limit was not always enough
Target sequence (P9WIQ1 whole entry, looked up): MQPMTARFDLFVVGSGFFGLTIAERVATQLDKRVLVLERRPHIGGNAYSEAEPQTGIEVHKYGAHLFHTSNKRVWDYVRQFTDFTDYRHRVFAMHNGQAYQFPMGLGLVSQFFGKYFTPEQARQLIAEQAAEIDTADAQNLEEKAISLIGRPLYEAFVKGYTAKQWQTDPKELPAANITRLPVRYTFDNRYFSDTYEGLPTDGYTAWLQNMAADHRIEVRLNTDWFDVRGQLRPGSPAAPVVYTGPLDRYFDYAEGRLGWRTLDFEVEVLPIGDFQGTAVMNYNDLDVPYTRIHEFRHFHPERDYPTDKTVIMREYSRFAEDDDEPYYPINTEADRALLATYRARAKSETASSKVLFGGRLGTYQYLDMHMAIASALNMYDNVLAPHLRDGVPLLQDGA
SSB-PriA inh: inhibitors of Klebsiella pneumoniae PriA binding to SSB C-terminal tail; inhibition, % at 33 µM; 430,000 tested, 0.6% active; AlphaScreen SSBct-PriA binding, biotinylated peptide; in the data active = inhibition mostly above about 37%, no sharp cut-off; inactive = mostly below about 20%;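 also: plate controls were negative control peptide for no effect and reference peptide for full effect; strong numbers were not always called active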
BioA inh: inhibitors of Mycobacterium tuberculosis BioA enzyme; inhibition, % at 9.99 µM; 360,000 tested, 0.096% active; purified M. tuberculosis BioA enzyme, plate reader; in the data active = inhibition above about 40%
GDH-TPI inh: inhibits GDH-TPI coupling enzymes, artifact for Mtb FBA screen. GDH-TPI coupled enzyme counterscreen, NADH absorbance. inhibition, % at 4.8 µM. 360,000 tested, 1.2% active; in the data active = inhibition above about 30%;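 also: 0% = DMSO wells and 100% = wells lacking the enzyme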
SARS 3CLpro inh: SARS-CoV 3CLpro protease inhibition | recombinant SARS-CoV 3CLpro, quenched FRET peptide cleavage | inhibition, % at 6 µM | 290,000 tested, 0.14% active; in the data active = inhibition above about 12%
* = called active by the depositor; i = inactive; x = no result given. Only part of the results is shown; rates above refer to the full screens.

Values run as follows: Rv3671c inh, BH1578 lux ind, VHR inh abs, Mtb FBA inh, MazEF act, Mtb UGM inh, SSB-PriA inh, BioA inh, GDH-TPI inh, SARS 3CLpro inh
> CN(C)CCN(C(=O)c1ccc2ccccc2c1)c1nc2cc3c(cc2s1)OCO3
 : x, -0.5, x, 2, 0, x, x, -1.8, 22, x
> Cc1ccc(CCNC(=O)c2cc(S(=O)(=O)N3CCOCC3)cn2C)cc1
 : 0, -0.3, 21, -2, -3, 0.4, 3, 0.0, 5, 2
> C=CCn1c(CSCc2ccccc2)nnc1SCC(=O)N1CCN(c2ccccc2)CC1
 : -2, i, -9, 1, -4, -0.4, 20, x, 12, 6
> Cc1ccc(C(=O)OCC(=O)N(C)c2ccccc2)cc1C
 : 6, -1.3, -7, 4, -25, 1.0, -15, 0.1, -2, 4
> O=c1[nH]c2cnccc2n1-c1ccccc1
 : 0, -0.6, 45, 2, 12, 1.7, -7, -1.8, 7, -1
> COc1ccc2c(c1)c([C@@H]1[C@H](C)[C@H]3CCCC[C@H]3CN1S(=O)(=O)c1ccc(C)cc1)cn2C
 : x, i, x, -1, -19, x, -4, -1.3, 0, x
> CCOC(=O)c1cnc2c(Cl)cccc2c1NCCN(C)C
 : 0, i, 10, 5, 4, -1.0, -18, -0.5, 20, -3
> CCCCOC(=O)c1ccc(NC(=O)COC(=O)C2CC2C)cc1 (centres undefined)
 : x, -0.8, x, -4, -3, x, x, -0.5, -5, x
> CCCC(=O)NCCc1cc2ccc(C)c(C)c2[nH]c1=O
 : -9, -0.2, 5, 4, 8, 0.2, -1, -1.5, 15, 0
> CCCOCCOC(=O)C1=C(C)NC(=O)NC1c1cc(Cl)c(O)c(OC)c1 (centres undefined)
 : 3, -0.5, -2, 1, -2, 1.7, -12, -1.2, 8, 1
> COc1cccc(/C=N/NC(=O)CC(=O)NCCc2ccccc2)c1OC
 : 12, -0.2, 8, 10, -1, -1.9, x, x, 2, 4
> COc1ccc(CC(=O)Nc2ccc(C)c(S(=O)(=O)N3CCCCCC3)c2)cc1
 : -7, i, x, 1, -1, -1.5, -9, 0.1, 3, x
> CCOC(=O)c1ccc(NC(=O)CSc2nnc(C3CCCCC3)n2C)cc1
 : 2, i, 16, 2, -2, -0.3, -14, -2.5, -12, 1
> COc1ccc(Br)c(-c2nnc(CS(=O)(=O)c3ccccc3)o2)c1
 : -5, -0.3, 30, 5, 1, 0.1, -12, 1.7, 4, -3
> CCC[C@@H]1C[C@@]1(CCC)[C@@H](NC(=O)c1ccccc1)c1ccc(C(=O)OC)cc1
 : -17, i, 16, -2, -3, -4.2, -22, 1.4, -9, 5
> C=CCn1c(SCC(=O)NCC2CCCO2)nc2c([nH]c3ccccc32)c1=O (centres undefined)
 : -9, i, 1, 5, -1, 1.3, -17, -2.3, 1, -2
> COc1ccc(CC(=O)N2N=C(C)CC2(O)c2cccnc2)cc1 (centres undefined)
 : -1, i, -23, -7, 2, -1.3, -6, 1.3, 1, -4
> CNC[C@H]1Oc2c(NC(=O)c3ccc(-c4nccs4)cc3)cccc2C(=O)N([C@@H](C)CO)C[C@@H]1C
 : -1, i, x, -1, 2, -0.4, -21, 0.4, 12, x
> CC(Oc1cc2oc(=O)c3c(c2cc1Cl)CCCC3)C(=O)NCC1CCC(C(=O)O)CC1 (centres undefined)
 : -1, -7.1, 14, 11, 8, 0.2, -4, 1.1, 16, 1
> O=C(/C=C/c1cccc(Br)c1)NCC1CCCCC1
 : -3, -0.1, 3, 3, -3, -1.6, -2, x, -6, 1
> Cc1ccc(CN(C)C(=O)COC(=O)CSc2ccc([N+](=O)[O-])cc2)cc1
 : 4, -0.3, x, -4, 1, 0.3, 11, x, 13, x
> COCCN(C(=O)CNC(=O)c1ccco1)C(C(=O)NC1CCCC1)c1cccc(OC)c1 (centres undefined)
 : -4, -0.1, 10, 2, 6, 1.0, -20, -0.7, -4, 5
> C=CCN(c1cccc(C(F)(F)F)c1)S(=O)(=O)c1cccc(C(=O)OCC(=O)NC)c1
 : 8, -0.1, -17, -2, 0, 0.2, -4, x, 5, -1
> CC(=O)[C@@H]1[C@@H]2C(=O)N(c3ccccc3F)C(=O)[C@@H]2[C@H]2c3ccccc3C=NN12
 : 0, 0.0, 8, 1, -36, -0.2, -7, -1.0, 7, 2
> COc1cc(N(C(=O)Cc2cccs2)C(C(=O)NC2CCCCC2)c2ccc(C)cc2)ccc1-n1cnnn1 (centres undefined)
 : -3, 14, -8, 4, 6, 0.0, -12, x, -3, -2
> OC1CCN(c2c3c(nc4cc(-c5ccc(Cl)cc5)nn24)CCC3)CC1
 : 0, i, 9, 3, 5, -1.4, 1, 2.7, 3, 4
> CC(C)[C@@H](N)C(=O)N/N=C/c1ccc2ncccc2c1
 : 2, -0.5, -4, 2, -2, -0.4, i, x, -4, 2
> CN(C)C(CNC(=O)CSc1nc2ccccc2c(=O)n1Cc1ccco1)c1ccccc1 (centres undefined)
 : 9, 0.9, x, 7, 2, -1.6, -1, 1.1, -3, x
> COc1ccc(C(=O)NCC2CCCN2S(=O)(=O)c2cccs2)cc1 (centres undefined)
 : 4, i, x, 1, -8, 3.4, -3, -0.3, -2, x
> COc1cccc(NC(=O)CN(C)CC(=O)Nc2ccc(C)c([N+](=O)[O-])c2)c1
 : 2, i, 14, 2, 15, 0.7, 18, x, -2, -3

An excerpt from above in order of heavy-atom count, largest number first:
Values run as follows: Rv3671c inh, BH1578 lux ind, VHR inh abs, Mtb FBA inh, MazEF act, Mtb UGM inh, SSB-PriA inh, BioA inh, GDH-TPI inh, SARS 3CLpro inh
> COCCN(C(=O)CNC(=O)c1ccco1)C(C(=O)NC1CCCC1)c1cccc(OC)c1 (centres undefined)
 : -4, -0.1, 10, 2, 6, 1.0, -20, -0.7, -4, 5
> C=CCN(c1cccc(C(F)(F)F)c1)S(=O)(=O)c1cccc(C(=O)OCC(=O)NC)c1
 : 8, -0.1, -17, -2, 0, 0.2, -4, x, 5, -1
> CC(=O)[C@@H]1[C@@H]2C(=O)N(c3ccccc3F)C(=O)[C@@H]2[C@H]2c3ccccc3C=NN12
 : 0, 0.0, 8, 1, -36, -0.2, -7, -1.0, 7, 2
> COc1ccc(C(=O)NCC2CCCN2S(=O)(=O)c2cccs2)cc1 (centres undefined)
 : 4, i, x, 1, -8, 3.4, -3, -0.3, -2, x

Continued:
Values run as follows: Rv3671c inh, BH1578 lux ind, VHR inh abs, Mtb FBA inh, MazEF act, Mtb UGM inh, SSB-PriA inh, BioA inh, GDH-TPI inh, SARS 3CLpro inh
> CCCCC[C@H]1CN(Cc2ccc(OC)cc2)C(=O)[C@@H]1CC(=O)NCc1ccccc1
 : -2, -0.2, 17, 4, 4, 2.2, -8, 1.1, 9, 3
> CS(=O)(=O)Nc1cccc(-c2cc(NC=O)c3ncc(-c4ccc(F)c(Cl)c4)n3c2)c1
 : x, -0.3, x, 4, x, x, x, -1.4, 10, x
> COc1ccccc1NS(=O)(=O)c1cccc(C(=O)N/N=C2\CC(=O)CC(C)(C)C2)c1
 : 1, -0.4, 4, 0, -10, -0.6, x, x, 12, -4
> CCOC(=O)c1c(C)[nH]c(C(=O)OCC(=O)NCc2ccc(OC)c(OC)c2)c1C
 : 0, i, x, 6, 3, -0.5, 13, -1.3, 4, x
> O=C(CSc1nnc(NC(=O)c2ccccc2)s1)NC1CCCC1
 : -22, -0.5, 10, -1, 1, 4.2, -4, -4.8, 4, -1
> Cc1nnc(SCc2nnc(-c3ccc(Cl)cc3)o2)n1-c1ccccc1
 : 3, 3.8, 2, 1, -22, -1.2, -2, -1.1, 3, x
> CCn1c(=O)c(C(=O)Nc2ccccc2S(N)(=O)=O)c(O)c2ccccc21
 : -8, -0.7, 25, 0, 8, -0.7, -3, -1.0, 7, -1
> O=C(Cc1c(F)cccc1Cl)Nc1ccccc1N1CCCCC1
 : -7, -0.2, 18, 1, -15, -0.5, -2, x, -3, 3
> O=C(COC(=O)Cc1c[nH]c2ccccc12)Nc1cc(S(=O)(=O)N2CCOCC2)ccc1Cl
 : -9, -0.9, x, 2, 1, 0.6, -1, -0.8, 12, x
> CCc1ccccc1NC(=O)Cn1nc(C(F)(F)F)cc1C1CC1
 : -9, i, 20, 0, -2, -3.9, -21, x, 12, 1
> Cc1ccc(/C=C2/C(=O)N=C(N)N2C)s1
 : 11, -0.4, 3, -5, -13, 2.8, x, x, 18, 0
> CCN(CC)S(=O)(=O)c1ccc(C(=O)Nc2cccc(C)c2)cc1
 : -12, 1.2, -15, -1, -10, -3.1, -21, x, 21, 3
> CC(SCC(=O)O)c1nc2ccccc2[nH]1 (centres undefined)
 : 9, -0.2, 38, 3, 2, 0.5, -2, 0.1, -5, 0
> O=C(CCCCCN1C(=O)[C@@H]2Cc3ccccc3CN2C1=O)Nc1cccc(F)c1
 : -6, i, 2, 2, 5, -0.5, -7, 5.9, 6, -2
> Nc1nc2ccc(Cl)cc2o1
 : x, -8.3, x, 0, 18, x, -1, -0.6, 0, x
> CCNc1ncnc2c1cnn2C
 : 2, i, 18, -3, -6, 1.1, -4, 0.4, 1, -3
> CCSc1nc2c(c(=O)n1-c1ccc(F)cc1)SCC2
 : 5, -0.1, -33, 1, -6, 2.4, 7, 8.9, 25, 5
> COC(C[C@H]1O[C@H]1C(=O)[C@@H](C)OCc1ccccc1)OC
 : 5, 0.0, x, 0, -4, -0.3, 11, 0.5, 6, x
> O=C(COc1ccccc1)Nc1cc(C(F)(F)F)ccc1N1CCCC1
 : -4, i, -1, 2, 0, -1.8, -25, -3.2, 3, 0
> COc1ccc(NC(=O)CCS(=O)(=O)c2ccc3nc(C)sc3c2)cc1OC
 : 2, -0.1, 6, 2, 1, 1.6, 0, -0.2, -8, -6
> COc1ccc(C#Cc2c(-c3ccccc3)n(-c3ccccc3)c3ccc(CO)cc23)cc1
 : 2, i, x, 113*, -2, -1.2, -5, -1.7, 33*, x
> Cc1c(N(C)S(=O)(=O)c2cc(C(=O)Nc3ccccn3)ccc2Cl)c(=O)n(-c2ccccc2)n1C
 : 3, -0.7, x, 0, -3, -0.2, 5, -0.4, 2, x
> Cc1nonc1OCCn1nnnc1N
 : 4, -0.1, 7, 0, -3, 1.8, -12, x, 4, 6
> COc1ccc(CCNC(=O)CCc2cc(OC)c(OC)c(OC)c2)cc1OC
 : 5, 0.0, 26, 3, 7, -0.9, -9, -0.2, 8, 1
> O=S(=O)(c1ccc2oc(=S)[nH]c2c1)N1CCCCC1
 : -3, -0.3, 8, 0, 12, -0.6, 1, x, -2, 4
> CCOC(=O)C1CCN(C(=O)CCC(=O)NNc2nc3ccccc3c3nc(C)nn23)CC1
 : 2, -0.5, -1, 2, 0, -2.7, -13, -0.9, 2, -1
> O=C(NNC(=O)c1ccc2ncccc2c1)c1ccc(Cl)cc1
 : -4, 0.3, 5, 2, -1, 0.3, 0, x, -1, 0
> CC(C)C[C@H](NC(=O)c1nc[nH]c1C(=O)N1CCNCC1)C(=O)OCc1ccccc1
 : 2, i, x, 6, 6, -3.0, -1, 1.8, -6, x
> O=C(c1ccc2snnc2c1)N1CCOCC1
 : -8, -8.3, -11, 1, 3, 3.7, -8, -0.1, -7, -5
> COc1ccc(NC(=O)CSC2CC(=O)N(c3ccc4c(c3)OCCO4)C2=O)cc1 (centres undefined)
 : -3, i, -4, 3, 3, 2.0, -2, 1.2, -5, -5
